Rv3671c inh: Rv3671c serine protease inhibitors, primary screen, biochemical, fluorescence polarization, M. tuberculosis H37Rv. 320,000 compounds, 0.048% hits. inhibition, % at 5.96 µM. P9WHR9; in the data active = inhibition above about 38%;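 note: extracellular domain of Rv3671c used as enzyme; 0% = enzyme with DMSO and 100% = no enzyme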
Target sequence (P9WHR9 whole entry, looked up, the tested form may be a part): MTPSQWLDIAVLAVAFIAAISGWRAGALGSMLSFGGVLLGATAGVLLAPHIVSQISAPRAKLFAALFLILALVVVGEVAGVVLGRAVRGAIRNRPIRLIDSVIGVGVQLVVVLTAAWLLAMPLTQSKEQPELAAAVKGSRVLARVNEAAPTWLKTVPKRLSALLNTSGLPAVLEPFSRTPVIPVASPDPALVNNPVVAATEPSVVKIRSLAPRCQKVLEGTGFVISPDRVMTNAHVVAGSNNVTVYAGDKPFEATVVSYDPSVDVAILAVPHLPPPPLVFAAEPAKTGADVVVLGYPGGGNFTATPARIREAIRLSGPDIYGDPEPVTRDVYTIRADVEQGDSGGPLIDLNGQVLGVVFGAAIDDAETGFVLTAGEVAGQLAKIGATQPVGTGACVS
PfHsp40 yeast: rescue of yeast from PfHsp40 toxicity, primary screen, S. cerevisiae, ATP luminescence. 340,000 compounds, 0.68% hits. S. cerevisiae expressing PfHsp40, growth rescue. growth rescue, % at 12.5 µM. AID 504582, 2011; in the data active = growth rescue above about 28%, passing the limit was not always enough; inconclusive = no clear call, values can overlap the other calls;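 note: yeast W303a lacking pdr1 and pdr3 grown in galactose medium; growth measured after three days at 30 °C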
TcdB inh: TcdB glycohydrolase inhibitors, primary screen, biochemical, single point, plate reader; TcdB glycohydrolase enzymatic assay; Toxin B (Clostridioides difficile), P18177; 350,000 compounds, 0.24% hits; inhibition, % at 9.99 µM; in the data active = inhibition above about 10%
MazF activator: activators of E. coli MazEF toxin-antitoxin RNase, primary screen, biochemical, fluorescence, uHTS; Endoribonuclease toxin MazF (Escherichia coli (strain K12)), P0AE70; FAM/BHQ RNA-DNA oligo cleavage fluorescence, 5 h; activation, % at 20 µM; 350,000 compounds, 0.32% hits; AID 504720, 2011; in the data active = activation above about 50%
Target sequence (P0AE70 whole entry, looked up): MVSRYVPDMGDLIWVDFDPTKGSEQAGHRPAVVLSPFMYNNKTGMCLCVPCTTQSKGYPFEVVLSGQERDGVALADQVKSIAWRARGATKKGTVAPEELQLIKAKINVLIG
Y pestis TopoI: Yersinia pestis topoisomerase I inhibitors, primary screen, biochemical, cleavage product accumulation, plate reader, single point | Y. pestis Topo-I cleavage product accumulation | AID 504884, 2011 | activity, % at 10 µM | 360,000 compounds, 0.064% hits | DNA topoisomerase I (Yersinia pestis CO92); in the data active = activity above about 50%, passing the limit was not always enough; inconclusive = no clear call, values can overlap the other calls; note: inactives centre near 2
DUSP3 inh: VHR1 phosphatase inhibitors, primary screen, biochemical, absorbance, uHTS. Dual specificity protein phosphatase 3 (Homo sapiens), P51452. recombinant VHR phosphatase, pNPP absorbance. inhibition, % at 13.3 µM. 290,000 compounds, 0.52% hits. AID 1654, 2009; in the data active = inhibition above about 50%; note: some compounds called inactive have numbers as strong as hits
Target sequence (P51452 whole entry, looked up): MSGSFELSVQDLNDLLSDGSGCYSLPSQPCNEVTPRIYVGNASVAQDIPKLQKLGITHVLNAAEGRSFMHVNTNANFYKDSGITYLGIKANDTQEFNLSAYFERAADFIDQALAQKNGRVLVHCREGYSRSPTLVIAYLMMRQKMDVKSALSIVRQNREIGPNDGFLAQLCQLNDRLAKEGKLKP
PriA SSB inh: inhibitors of Klebsiella pneumoniae PriA binding to SSB C-terminal tail, primary screen, biochemical, AlphaScreen; AlphaScreen SSBct-PriA binding, biotinylated peptide; inhibition, % at 33 µM; 430,000 compounds, 0.6% hits; AID 1272365, 2023; in the data active = inhibition mostly above about 37%, no sharp cut-off; inactive = mostly below about 20%;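 note: plate controls were negative control peptide for no effect and reference peptide for full effect; strong numbers were not always called active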
BH1578 lux ind: inducers of Vibrio cholerae quorum light production without autoinducers, primary screen, BH1578 luxS cqsA deficient, single point; V. cholerae BH1578 lux reporter, luminescence, 6 h; activation, % at 18.7 µM; 350,000 compounds, 0.16% hits; AID 588436, 2011; in the data active = activation mostly above about 9.7%, no sharp cut-off; inconclusive = no clear call, values can overlap the other calls; inactive = mostly below about 3.7%; note: not every result past the cut was called active; inactives centre near 0; reference of the scale not given here
SARS 3CLpro inh: SARS-CoV 3CLpro protease inhibitors, primary screen, biochemical, quenched FRET; 290,000 compounds, 0.14% hits; recombinant SARS-CoV 3CLpro, quenched FRET peptide cleavage; inhibition, % at 6 µM; AID 1706, 2009; in the data active = inhibition above about 12%
Anthrax LF prot: Bacillus anthracis LF protease inhibitors, primary screen, biochemical, multiplex microsphere, MLPCN library. Lethal factor (Bacillus anthracis), P15917. multiplex microsphere protease cleavage assay. inhibition, % at 10 µM. 360,000 compounds, 0.12% hits. AID 588501, 2011; in the data active = inhibition above about 30%; inconclusive = no clear call, values can overlap the other calls; note: plate controls were buffer without enzyme for full effect and enzyme alone for no effect
* marks the source's active call; other numbers are inactive results; i = inactive; ? = inconclusive; . = no result given; & = joins results of further samples.

SMILES	Rv3671c inh	PfHsp40 yeast	TcdB inh	MazF activator	Y pestis TopoI	DUSP3 inh	PriA SSB inh	BH1578 lux ind	SARS 3CLpro inh	Anthrax LF prot
O=C(c1ccccc1)N1CCN(S(=O)(=O)N2CCOCC2)CC1	4	-1.1	0.2	-23	-6	4	-5	-0.2	0	-2
Cc1ccc(/C(=N/Nc2ncnc3ccccc23)C(=O)O)cc1	0	0.2	1.6	3	-1	8	.	-0.1	-8	3
CC(C)OP(=O)(OC(C)C)C(Nc1cccc(C(=O)O)c1)c1ccccc1 (centres undefined)	7	0.0	-0.3	4	-1	1	-7	-0.4	0	-4
Cc1cc(NC(=O)CCC(=O)N(CC(=O)NC2CCCC2)Cc2ccccc2Cl)no1	-7	-0.1	.	0	4	6	-19	-0.2	-1	-4
COc1ccc(Cn2cnc3c4cc(F)ccc4n(C)c3c2=O)cc1	-3	.	0.1	-12	4	17	-10	0.2	1	1
Cc1cccc(C)c1NC(=O)CCCSc1nnc(N)s1	3	-0.5	0.5	-4	3	16	-9	-2.0	-1	-3
Cn1c(CNC(=O)c2ccc3c(c2)OCO3)nnc1SCC(=O)Nc1ccccc1F	-10	-0.6	-1.6	3	3	12	-6	i	-2	6
O=C(Nc1ccc(N2CCOCC2)cc1)c1cnccn1	4	1.1	0.7	0	3	10	-5	i	-3	3
O=C(NC(=S)NCc1ccco1)c1ccccc1	11	-0.4	0.3	7	-2	10	4&25	-0.3	0	2
CC(=O)N(C(C)=O)C1=C(C#N)C2(CCCCC2)Cc2ccccc21	-5	0.9	.	-11	16	-11	0	i	-2	1
O=C(Nc1cccc(C(F)(F)F)c1)c1cc(S(=O)(=O)N2CCCCC2)ccc1N1CCOCC1	-11	-2.0	.	8	-15	12	-1	i	1	1
Cc1c(C)c2cc(Cl)c(O)c(CN3CCN(C)CC3)c2oc1=O	1	-1.6	.	-10	-3	2	-6	3.2	4	1
O=C(Nc1ccc(F)cc1)C1CCCN(S(=O)(=O)c2cccc3cccnc23)C1 (centres undefined)	0	1.4	1.7	7	10	9	-14	i	8	-5
CCN(CC)C(=O)[C@H]1C[C@H](CC(=O)NCC23CC4CC(CC(C4)C2)C3)C(=O)N2CCc3c([nH]c4ccc(Cl)cc34)[C@]12C	.	0.4	0.3	4	27	.	-4	i	.	-1
Cc1ccccc1NC(=O)CCOc1ccccc1	.	-0.8	2.1	9	2	21	6	i	2	18
O=C(NCc1ccccc1Cl)c1csc([C@@H]2O[C@H](CO)[C@@H](O)[C@H]2O)n1	.	.	1.3	.	13	.	.	5.0	.	-3
CC(=O)N1CCN(C(=O)CCNC(=O)c2ccc(Br)cc2)CC1	.	-0.2	0.6	6	-2	.	-5	-0.9	.	?
COc1cccc(NC(=O)CN2C(=O)NC(c3ccccc3)(c3ccccc3)C2=O)c1	-8	-1.0	0.0	-22	-4	20	1	-0.2	3	2
CC(C)OC(=O)N(C)C[C@H]1OCc2cnnn2CCCC(=O)N([C@H](C)CO)C[C@@H]1C	.	.	1.0&-1.3	5	12	.	.	i	.	-10
Cc1ccc(C(=O)NCCCNCCCN(C)C)cn1	-1	0.2	.	10	-11	-12	-12	-0.3	-3	-4
CCOC(=O)C1CCN(S(=O)(=O)c2ccc(-n3cnnn3)c(C)c2)CC1	-4	-0.9	1.1	4	5	-1	-18	-3.6	6	-1
CCOc1ccc(C(=O)NNC(=O)c2cc(C)oc2C)cc1	8	0.2	1.1	4	4	.	0	1.9	.	1
CC1=CC(C)(C)N(C(=O)c2ccccc2)c2ccc(C)cc21	.	-0.5	.	2	10	30	2	i	-2	-4
Cc1nn(-c2ccc(N3CCOCC3)nn2)c(C)c1CCC(=O)Nc1ccccc1	-3	-1.2	0.0	12	3	-14	-12	-0.4	3	1
CN1CCC(N(C)CC(C)(C)NS(=O)(=O)c2ccccc2)CC1	6	0.5	1.4	-6	4	25	-1	-0.6	3	-5

Shown bar-delimited: entries from further up.
SMILES | Rv3671c inh | PfHsp40 yeast | TcdB inh | MazF activator | Y pestis TopoI | DUSP3 inh | PriA SSB inh | BH1578 lux ind | SARS 3CLpro inh | Anthrax LF prot
Cc1c(C)c2cc(Cl)c(O)c(CN3CCN(C)CC3)c2oc1=O | 1 | -1.6 | . | -10 | -3 | 2 | -6 | 3.2 | 4 | 1
CC(=O)N1CCN(C(=O)CCNC(=O)c2ccc(Br)cc2)CC1 | . | -0.2 | 0.6 | 6 | -2 | . | -5 | -0.9 | . | ?
CN1CCC(N(C)CC(C)(C)NS(=O)(=O)c2ccccc2)CC1 | 6 | 0.5 | 1.4 | -6 | 4 | 25 | -1 | -0.6 | 3 | -5
Cc1cc(NC(=O)CCC(=O)N(CC(=O)NC2CCCC2)Cc2ccccc2Cl)no1 | -7 | -0.1 | . | 0 | 4 | 6 | -19 | -0.2 | -1 | -4
CCOC(=O)C1CCN(S(=O)(=O)c2ccc(-n3cnnn3)c(C)c2)CC1 | -4 | -0.9 | 1.1 | 4 | 5 | -1 | -18 | -3.6 | 6 | -1

(cont.)
SMILES	Rv3671c inh	PfHsp40 yeast	TcdB inh	MazF activator	Y pestis TopoI	DUSP3 inh	PriA SSB inh	BH1578 lux ind	SARS 3CLpro inh	Anthrax LF prot
Cc1ccc(OCCn2cnc(Cl)c2Cl)cc1	-6	3.0	-0.1	1	9	33	22	i	5	4
CCn1c(COc2ccccc2C)nnc1SCC(=O)N1CCCCC1	-6	-1.0	.	2	17	10	-13	.	-5	-5
CCCCCC(=O)N1CCN(CCN=CC2=C(O)CC(c3ccc(OC)c(OC)c3)CC2=O)CC1 (centres undefined)	-3	0.5&-1.1	-0.3	5&5	-11&18	20	-19&-4	-1.8	3	-9&-1
O=C(NCc1ccccn1)C(=O)Nc1cccc2ccccc12	0	-0.6	-7.3	8	5	-11	-3	i	0	-2
Cc1cc(NC(=O)COc2ccc(F)c(Cl)c2)no1	-3	0.1	0.4	-6	10	-9	2	-0.1	1	-1
CC1(C)CC(=O)C(CS(=O)(=O)c2ccccc2)=C(Cl)C1	5	-0.6	0.4	-1	0	0	-13	-0.6	1	-4
Cc1cc(C(=O)NN=C2CCCC2)c2ccccc2n1	5	-1.4	2.3	0	9	.	-3	-0.3	.	0
COc1cccc(CNC(=O)CN2C(=O)CSc3ccc(S(=O)(=O)N4CCCCC4)cc32)c1	1	0.3	-0.3	-1	27	2	-7	-0.2	6	3
Cc1ccc(S(=O)(=O)Nc2ccc(S(=O)(=O)N3CCOCC3)cc2)cc1	-1	-0.7	1.4	1	-2	14	4	i	-2	-3
CC(C)c1ccc(NC(=O)c2cc(S(=O)(=O)N3CCCC3)c[nH]2)cc1	-21	-0.3	1.6	11	-11	13	-8	.	-5	1
Cc1nc2ccc(NC(=O)C3CCN(S(=O)(=O)c4cccs4)CC3)cc2s1	9	4.3	.	1	-1	37	-5	i	-2	-4
Cc1cc(C)n2nc(C(=O)Nc3ccc(N4CCOCC4)cc3)nc2n1	2	-0.6	1.1	4	3	32	2	-0.2	4	-4
O=[N+]([O-])C(/C=C(\Cl)[N+](=O)[O-])=C1N(Cc2ccc(Cl)nc2)CCN1Cc1ccc(Cl)nc1	-1	4.3	.	-21	-4	23	-12	i	-3	0
COc1ccc(S(=O)(=O)NCC2CCCO2)cc1Cl (centres undefined)	9	-0.6	-0.2	10	5	13	-4	i	0	-12
Cc1cc(C(=O)NP(=O)(N2CCOCC2)N2CCOCC2)c(C)n1-c1ccc(N(C)C)cc1	-12	0.0	-1.3	14	-2	22	30	-0.3	-2	-4
Cc1cc(C)c(OCC(=O)N(Cc2ccccc2)C2CCS(=O)(=O)C2)c(C)c1 (centres undefined)	-1	0.2	0.5	-1	16	10	3	i	-7	0
COC(=O)c1sc(NC(=S)NC(=O)c2ccccc2Cl)nc1C	-24	-1.1	0.7	-4	5	12	-2	-0.2	6	-1
CCOC(=S)SCc1cn2cccc(C)c2n1	-5	-0.5	-0.6	-6	-7	20	2	i	0	-1
Cn1nnc(NC(=S)NC(=O)c2cccs2)n1	-4	0.0	-0.4	5	4	-4	-14	-0.2	4	-1
CCCc1nc2sc3ccccc3c(=O)c2c(=O)n1Cc1ccccc1	.	-2.5	0.3	-29	-2	.	-2	-1.0	.	4
CCN1CCN(CC(=O)c2cc(Cl)ccc2Cl)CC1	-6	-1.3	0.9	8	10	8	-6	-0.2	1	2
COc1ccc(CNC(=O)CN(Cc2ccccc2OC)C(=O)c2csnn2)cc1	-4	-0.2	1.3	1	-3	2	3	-1.0	0	-5
c1ccc(-c2cnc(C3CCCCC3)o2)cc1	.	-1.3	0.6	0	-1	.	1	i	.	-3
NC(CO)c1csc(NC(=O)Nc2cccc(Cl)c2)n1 (centres undefined)	.	.	-1.1	.	-3	.	.	i	.	-8
O=C(NCc1cccnc1)Nc1ccc([N+](=O)[O-])cc1	2	-0.6	1.0	-4	-8	24	-4	i	3	0
COc1ccc(-n2nc(C(=O)NCC(=O)N3CCCCCC3)c3ccccc3c2=O)cc1	7	0.4	-2.1	6	24	17	-4	-0.8	4	-6
O=c1[nH]c(N2CCN(c3ccccc3)CC2)nc2c1CCCC2	3	-1.4	.	1	-6	12	7	-0.1	-4	-3

One compound at a time, as listed above:
Shown for Cc1ccc(C(=O)NCCCNCCCN(C)C)cn1 → Rv3671c inh: -1; PfHsp40 yeast: 0.2; TcdB inh: .; MazF activator: 10; Y pestis TopoI: -11; DUSP3 inh: -12; PriA SSB inh: -12; BH1578 lux ind: -0.3; SARS 3CLpro inh: -3; Anthrax LF prot: -4
Shown for COc1ccc(-n2nc(C(=O)NCC(=O)N3CCCCCC3)c3ccccc3c2=O)cc1 → Rv3671c inh: 7; PfHsp40 yeast: 0.4; TcdB inh: -2.1; MazF activator: 6; Y pestis TopoI: 24; DUSP3 inh: 17; PriA SSB inh: -4; BH1578 lux ind: -0.8; SARS 3CLpro inh: 4; Anthrax LF prot: -6

No new results follow: entries from further up.
SMILES	Rv3671c inh	PfHsp40 yeast	TcdB inh	MazF activator	Y pestis TopoI	DUSP3 inh	PriA SSB inh	BH1578 lux ind	SARS 3CLpro inh	Anthrax LF prot
COc1ccc(-n2nc(C(=O)NCC(=O)N3CCCCCC3)c3ccccc3c2=O)cc1	7	0.4	-2.1	6	24	17	-4	-0.8	4	-6
O=c1[nH]c(N2CCN(c3ccccc3)CC2)nc2c1CCCC2	3	-1.4	.	1	-6	12	7	-0.1	-4	-3

Screening results as filed in PubChem BioAssay.

A portion of the library; rates above refer to the full screens.
